EBV gp42 block = Epstein-Barr virus gp42 inhibitors, primary screen, biochemical, uHTS, fluorescence polarization. Glycoprotein 42 (Epstein-Barr virus (strain AG876)), Q1HVG2. Fluorescence polarization binding assay, mP read-out. inhibition, % (tested at 21.74 µM). 0.42% of 220,000 active. AID 1085, 2008; in the data active means inhibition above about 50%
Target sequence (Q1HVG2 whole entry, looked up): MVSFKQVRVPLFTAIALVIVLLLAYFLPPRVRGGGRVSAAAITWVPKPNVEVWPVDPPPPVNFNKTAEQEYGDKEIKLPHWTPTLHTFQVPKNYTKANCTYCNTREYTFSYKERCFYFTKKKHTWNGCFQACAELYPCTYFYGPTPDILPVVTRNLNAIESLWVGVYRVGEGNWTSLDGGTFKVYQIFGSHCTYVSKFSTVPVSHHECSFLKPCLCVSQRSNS
PERK inh = block of dimerizer-induced PERK translation repression, primary screen, PERK inhibitor project, CHO PERK-DD cells, SEAP luminescence, HTS; 0.17% of 220,000 active; Eukaryotic translation initiation factor 2-alpha kinase 3 (Homo sapiens), Q9NZJ5; CHO PERK-DD fusion, SEAP luminescence translation reporter; AID 1416, 2008; inhibition, % at 5.6 µM;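 active means inhibition above the mean inhibition of all tested compounds plus 3 SD, set separately per screening campaign, cut at about 2.9% in these data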;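 further: PERK kinase domain activated by AP20187 dimerizer at 100 nM; 0% = DMSO with dimerizer and 100% = rapamycin at 8.4 µM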
TNF necrop inh = inhibitors of TNF-alpha triggered necroptosis, primary screen, cell-based, Jurkat FADD-/-, single concentration | AID 463075, 2010 | activation (protection from cell death), % at 10 µM | Jurkat FADD-/- TNF necroptosis rescue, ATP luminescence, 24 h; 0 = TNF only, 100 = no-TNF cells | 0.068% of 220,000 active;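 active means activation, meaning protection from cell death, of at least 50% relative to plate controls; inactive means activation below 50%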;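 further: necroptosis triggered by 40 ng/mL TNF-alpha added together with compound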
eIF4E-4G inh = eIF4E–eIF4G protein interaction inhibitors, primary screen, biochemical, uHTS, TR-FRET, eIF4GI fragment | inhibition, % at 21.7 µM | 0.37% of 220,000 active | TR-FRET eIF4E-eIF4GI(517-606) binding, 2 h;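 active means inhibition above about 30%, limit read from the data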;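 further: 0% = full FRET control wells and 100% = background wells lacking eIF4GI fragment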
Mdm2 ligase inh = MDM2-luciferase reporter signal enhancers, primary screen, MDM2 E3 ligase inhibitor project, cell-based, luminescence, 1536-well; E3 ubiquitin-protein ligase Mdm2 (Homo sapiens), Q00987; cell-based MDM2 ubiquitination luciferase reporter, 2 h; 0 = plate control, 100 = twice control, blank-subtracted; signal enhancement, % at 5 µM; 0.11% of 210,000 active;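 active means signal enhancement of 30% or more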;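 further: luminescence tracks abundance of the self-degrading MDM2-luciferase fusion protein; higher signal means inhibition of MDM2 E3 ligase activity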
Target sequence (Q00987 whole entry, looked up, the tested form may be a part): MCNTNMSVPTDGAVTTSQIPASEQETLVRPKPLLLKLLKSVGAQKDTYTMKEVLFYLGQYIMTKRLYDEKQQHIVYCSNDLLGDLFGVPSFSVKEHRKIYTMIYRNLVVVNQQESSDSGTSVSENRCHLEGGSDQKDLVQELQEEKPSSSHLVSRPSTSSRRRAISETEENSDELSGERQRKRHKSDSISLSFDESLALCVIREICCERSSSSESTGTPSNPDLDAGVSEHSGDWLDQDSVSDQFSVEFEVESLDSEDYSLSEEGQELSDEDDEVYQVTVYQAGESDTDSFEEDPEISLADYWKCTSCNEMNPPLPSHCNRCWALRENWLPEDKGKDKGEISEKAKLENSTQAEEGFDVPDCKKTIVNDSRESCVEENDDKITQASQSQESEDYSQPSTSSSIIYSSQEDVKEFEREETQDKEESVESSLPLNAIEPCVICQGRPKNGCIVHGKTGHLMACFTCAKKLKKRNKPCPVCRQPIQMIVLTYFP
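system = mammalian cells stably expressing self-ubiquitinating, self-degrading MDM2 E3–luciferase fusion | quantity = 2000 cells per well seeded | incubation = 4 h cell settling then 2 h compound exposure, 37 °C | signal = SteadyLite luminescence, 15 min reagent step | benchmarks = plate control and blank wells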
KCC2 mod = KCC2 cotransporter modulators, thallium flux, primary screen, cell-based, HEK293 KCC2, FluoZin-2 fluorescence, MLSMR; B-score of Tl+ flux slope (higher = more flux/activation; lower = inhibition) at 10 µM; 2.2% of 190,000 active; Solute carrier family 12 member 5 (Homo sapiens), Q9H2X9; KCC2 cells, thallium flux FluoZin-2 fluorescence;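 active means thallium flux slope and its plate-corrected score both differing from the plate sample mean at a set confidence after two filtering rounds, in either direction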;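 further: slope of fluorescence scaled to starting intensity during 10 to 20 s after thallium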
Calpain2 inh = inhibitors of pig calpain II, primary screen, biochemical, fluorogenic peptide substrate, 1536-well; 0.37% of 220,000 active; purified calpain II, 30 min; inhibition, % at 16 µM; AID 1236, 2008;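 active means inhibition above about 50%, limit read from the data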
L929 necroptosis = inhibitors of zVAD-triggered necroptosis, primary screen, L929 cells | L929 zVAD necroptosis rescue, ATP luminescence, 24 h; with zVAD 60 µM | viability rescue, % at 10 µM | 0.38% of 220,000 active | AID 1377, 2008;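 active means activation, scaled between plate controls, above about 75%, limit read from the data; inactive means activation under that limit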;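 further: 0% = zVAD with DMSO and 100% = DMSO alone without zVAD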
Rad51 HR inh = human RAD51 strand exchange inhibitors, primary screen, biochemical, fluorescence. inhibition, % at 10 µM. hRad51 DNA strand exchange, fluorescence dequenching. 0.085% of 200,000 active;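 active means inhibition above 40% at the single screening dose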;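 further: 0% = DMSO control wells and 100% = blanks with heterologous ssDNA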
Target sequence (Q06609 whole entry, looked up): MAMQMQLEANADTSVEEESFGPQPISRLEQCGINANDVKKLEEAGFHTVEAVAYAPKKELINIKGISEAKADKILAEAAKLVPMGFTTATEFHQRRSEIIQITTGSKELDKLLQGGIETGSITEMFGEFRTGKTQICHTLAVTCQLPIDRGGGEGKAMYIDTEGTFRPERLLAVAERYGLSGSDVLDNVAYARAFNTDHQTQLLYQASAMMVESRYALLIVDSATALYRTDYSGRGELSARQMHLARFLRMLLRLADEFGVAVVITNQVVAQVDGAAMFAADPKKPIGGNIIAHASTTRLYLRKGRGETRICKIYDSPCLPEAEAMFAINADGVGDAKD
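Test system – preformed human Rad51 ssDNA filaments · Reagent – Donor/quencher-labelled 47-bp dsDNA substrate · Incubation – 37 °C 15-min filament assembly, 30-min compound preincubation, 15-min exchange · Signal – FRET fluorescence dequenching, excitation 485 nm, emission 520 nm · Read-out – percent inhibition from fluorescence, normalised to plate control and blank means · Benchmarks – plate control and blank wells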
* hit, by the source's call; · = no result given; [ ] = dose if it differs, or a comment.

Every second line gives: EBV gp42 block	PERK inh	TNF necrop inh	eIF4E-4G inh	Mdm2 ligase inh	KCC2 mod	Calpain2 inh	L929 necroptosis	Rad51 HR inh
COC(=O)C1(C(=O)OC)NOC2C(=O)N(c3ccccc3)C(=O)C21 (configuration not stated)
→ -16	1.4	-1.5	-12	-26	·	16	0.3	1
O=c1[nH]c2ccc(NC(=S)NC3CCCCC3)cc2[nH]1
→ -8	1.4	-1.5	1	-15	-0.027	22	1.6	-11
O=C(CCCCC(=O)NCc1cccs1)NCc1cccs1
→ -7	0.7	-1.0	3[fluorescence artefact?]	-2	0.53	-48	0.1	-1
Cc1ccc(CN2CCNC(=O)C2CC(=O)N(C)CCc2ccccc2)cc1 (configuration not stated)
→ -5	1.1	0.1	2	5	·	14	-0.6	10
O=C(COc1ccccc1)Nc1ccc2c(c1)C(=O)N(CC1CCCO1)C2=O (configuration not stated)
→ 2	0.9	0.5	-5	-7	-0.008	-2	1.5	22
O=C(Nc1nc(-c2ccc3c(c2)OCCO3)cs1)c1ccc(S(=O)(=O)N2CCCCC2)cc1
→ -9	-0.5	-18	-26	2	0.8	-392	1.4	9
CCc1nc(Nc2ccc3c(c2)OCCO3)c2oc3ccccc3c2n1
→ 22	-2.3	-4.7	10	·	-0.69	2	0.6	3
O=C(O)/C=C/C(=O)c1ccc2c(c1)NC(=O)CO2
→ 0	2.3	0.5	-1	-13	0.24	-18	1.5	20
O=C1NC(=O)C(c2cn(-c3ccccc3)nc2-c2ccc(F)cc2)N1 (configuration not stated)
→ -11	0.8	0.3	0[fluorescence artefact?]	4	0.81	-19	-1.4	7
CCc1c(C)nc(SCC(N)=O)c(C#N)c1C
→ -32	0.1	-0.5	·	-9	-0.098	8	-0.5	-5
CCOC(=O)c1nn(-c2cccc(OC)c2)c2nc(CC)c(C#N)c(=O)n12
→ 3	0.5	1.7	0	0	-2	-95	0.4	·
COc1ccccc1CNc1nc(-c2cc(C)n(C)c2C)cs1
→ 2	0.6	-1.1	47*	-15	0.48	-22	-0.3	-14
CCCCNC(=O)C1(NC(=O)Nc2ccccc2)CCCCC1
→ -11	1.2	0.7	3	-13	-0.47	6	0.4	·
Cc1cccc(-n2nnc(C(=O)Nc3ccc(F)cc3)c2N)c1
→ -32	-1.1	1.1	-11	-3	0.08	-2	0.3	3
O=C(/C=C/C(=O)N1CCc2ccccc2C1)N1CCc2ccccc2C1
→ -1	0.2	5.2	-6	·	-2.3	-31	0.2	9
CC(=O)NC[C@H]1CN(c2ccc(N3CCOCC3)c(F)c2)C(=O)O1
→ -12	1.7	·	0	·	-0.23	-10	·	-3
COc1ccccc1Nc1nc(N)nc(CCl)n1
→ -8	0.9	-21	-8	-10	-0.25	13	-1.6	18
COC(CNC(=O)c1ccc(N2CCCC2=O)cc1)OC
→ -16	0.7	1.9	9	-14	1.5	-5	-1.0	2
Cc1cc2nc(SCCN3CCOCC3)[nH]c2cc1C
→ -8	0.8	0.2	2[fluorescence artefact?]	-9	-1.2	-9	0.8	-12
Cc1cccc(C)c1Nc1nnc(SCC(=O)Nc2cc(S(=O)(=O)N3CCCCC3)ccc2Cl)s1
→ -25	0.4	1.1	-4	-10	-1	-98	0.5	0
O=C(NC12CC3CC(CC(C3)C1)C2)c1ccc(-c2cccc(Cl)c2)o1
→ -23	0.7	2.9	5	-10	-0.2	16	52	3
O=C(O)C1CCCCC1C(=O)NCc1ccc(F)cc1 (configuration not stated)
→ -14	1.1	-1.3	-6[fluorescence artefact?]	1	0.083	-24	0.0	-4
CN(CC(=O)Nc1c(Cl)cccc1Cl)C(=O)CCCN1C(=O)c2ccccc2C1=O
→ -19	-0.4	-1.5	1	-8	0.23	2	0.7	0
O=C(Cc1ccc(Cl)cc1)Nc1ccccc1Sc1ccccc1
→ 7	0.7	0.1	-5	-2	0.68	6	0.4	5
O=C(N/C(=C/c1cn(-c2ccccc2)nc1-c1ccccc1)C(=O)N1CCOCC1)c1ccc(Cl)cc1Cl
→ 6	0.8	0.4	3[fluorescence artefact?]	3	0.015	5	0.5	·
c1ccc2c(c1)CCNC2c1ccncc1 (configuration not stated)
→ -9	1.0	3.8	1	-11	0.26	6	-0.1	11
O=C(O)c1ccc(CN2C(=O)c3ccccc3S2(=O)=O)cc1
→ -15	1.1	-1.6	-3	6	-0.014	-12	0.1	-11
Cc1cccc2sc(NNC(=O)C3=COCCO3)nc12
→ -3	0.8	-0.9	0	-3	-0.3	-13	1.5	17
Cc1ccc(-c2nnc(N(C)C(=O)C3CCCO3)s2)cn1 (configuration not stated)
→ -5	0.8	-0.1	0	-2	·	-5	3.2	-5
O=C1CCC(=O)N1CCSC(=S)N1CCSCC1
→ -4	1.1	2.0	-4	-16	0.071	11	-0.7	·

Molecules shown so far with a cyano group:
Every second line gives: EBV gp42 block	PERK inh	TNF necrop inh	eIF4E-4G inh	Mdm2 ligase inh	KCC2 mod	Calpain2 inh	L929 necroptosis	Rad51 HR inh
CCc1c(C)nc(SCC(N)=O)c(C#N)c1C
→ -32	0.1	-0.5	·	-9	-0.098	8	-0.5	-5
CCOC(=O)c1nn(-c2cccc(OC)c2)c2nc(CC)c(C#N)c(=O)n12
→ 3	0.5	1.7	0	0	-2	-95	0.4	·

(further entries)
Every second line gives: EBV gp42 block	PERK inh	TNF necrop inh	eIF4E-4G inh	Mdm2 ligase inh	KCC2 mod	Calpain2 inh	L929 necroptosis	Rad51 HR inh
O=C(c1[nH]ncc1-c1cccc(Br)c1)C1CO1 (configuration not stated)
→ -13	-0.3	-16	-3	-44	0.66	-26	2.2	-6
CC(C)(C)n1nnnc1C(c1cccnc1)N(Cc1ccccc1)Cc1cccs1 (configuration not stated)
→ -7	-0.7	-1.8	-3	·	-1.3	17	-0.2	6
CCn1c(SCC(=O)c2cc(OC)ccc2OC)nnc1C(C)C
→ -18	-0.4	0.2	3[fluorescence artefact?]	-7	0.69	-4	0.1	6
O=C(Nc1nc2ccccc2c(=O)s1)c1ccco1
→ -3	0.1	-12	-3	-15	-0.93	-1	-0.3	-6
CN(C)C(=O)CSc1nnc(CCNC(=O)OC(C)(C)C)o1
→ -7	0.9	-0.1	·	-3	1.4	-30	-0.1	3
CN(C)CCCNS(=O)(=O)c1ccc(Oc2ncc(C(F)(F)F)cc2Cl)cc1
→ -13	-1.3	-6.6	-5	-9	·	5	0.3	-1
COc1ccc(Cc2cc(-c3ccc(F)cc3)n[nH]c2=O)cc1
→ -3	1.2	-1.9	-6	-11	-1.2	5	0.4	·
COC(=O)C(CCCN1C(=O)c2ccccc2C1=O)(NC(C)=O)c1nn[nH]n1 (configuration not stated)
→ -7	-0.2	-0.2	-2	-20	1.2	4	1.4	4
CC1(C)Cc2ccccc2-c2nc3n(c(=O)c21)CCS3
→ -17	0.6	-0.2	-2	-1	0.49	-35	0.9	-24
CCOC(=O)CNC(=O)CSc1nc(-c2ccccc2)ns1
→ -22	1.1	0.4	-3	-2	0.36	15	-0.1	8
COC(=O)c1cc(OC)c(OC)cc1NC(=O)Cc1ccccc1[N+](=O)[O-]
→ -4	-0.2	-3.3	-9	5	0.67	-14	0.8	0
CC(C)[N+](C)(CCOC(=O)C1c2ccccc2Oc2ccccc21)C(C)C
→ -1	1.2	0.6	1	·	1.4	10	1.8	4
O=C(CSc1nnc(SCc2ccccc2)s1)N/N=C/c1c(Cl)cccc1Cl
→ -15	1.5	0.5	-1[fluorescence artefact?]	-20	0.016	-9	1.0	15
COCCOc1cc(N(CC(=O)N(C)C)S(=O)(=O)c2ccccc2)c(Cl)cc1Cl
→ 4	0.6	-0.8	0	-26	0.022	8	-0.9	·
COCCNC(=S)N1CCN(c2nc3ccccc3s2)CC1
→ -2	0.1	-0.3	0	-2	-0.74	-12	1.7	0
COc1ccc2[nH]c3c(=O)n(Cc4ccc(C(=O)N5CCCCCC5)cc4)c(=S)[nH]c3c2c1
→ 1	0.0	-3.8	1	4	0.033	-65	-0.1	3
COc1ccccc1-c1ccc(SCC(=O)NCc2ccc3c(c2)OCO3)nn1
→ -17	0.5	0.2	2	-1	-1.5	14	-1.1	-22
c1ccc(-c2n[nH]nc2-c2ccccc2)cc1
→ -6	1.1	-1.5	-10	-5	·	2	0.2	4
CCN(CC)S(=O)(=O)c1ccc(-c2csc(C)n2)s1
→ -7	0.6	6.8	3	-8	·	12	0.9	5
Cc1oc(-c2ccccc2F)nc1CN1CCC(C(=O)NC2CCCc3ccccc32)CC1 (configuration not stated)
→ -13	0.6	-1.5	3	-12	-0.83	-42	0.9	-3
O=C(CSCc1ccccc1)N1CCN(c2ccc(F)cc2)CC1
→ 3	-0.2	0.0	2	-10	-1.5	-23	0.1	9
O=C(CSC(=S)N1CCN(c2ccccc2)CC1)Nc1nc(-c2ccccc2)c(-c2ccccc2)o1
→ -12	-0.7	1.1	-5	-14	1.3	-9	0.3	-11
C=CCOc1ccc(Br)cc1CNC(C)(C)C
→ -5	0.5	2.4	-1	-11	-0.016	-13	-0.4	6
S=C(NCC1CCCO1)N1CCN(c2nc(-c3ccc(Cl)cc3)cs2)CC1 (configuration not stated)
→ -20	0.3	-6.7	-4	-27	-0.28	29	-0.5	·
c1csc(-c2nn3c(Cn4nnc5ccccc54)nnc3s2)c1
→ -1	0.1	-0.9	-1	-47	-0.18	3	1.1	-1
NS(=O)(=O)c1ccc(NC(=O)C(Sc2ccccc2)c2ccccc2)cc1 (configuration not stated)
→ -9	0.3	1.7	-1[fluorescence artefact?]	-3	0.38	22	-0.5	0
CC(=O)c1ccc(-c2ccc(Cn3c(C)nc4cc(N)c(C)nc43)cc2)cc1
→ 3	-0.4	-2.3	-2	7	-0.018	-34	-0.7	18
C(=C\c1ccccc1)/CN1CCN(Cc2nc(Cc3ccccc3)no2)CC1
→ -5	1.1	2.4	3	-12	-1.2	11	-0.1	·
CCNS(=O)(=O)c1ccc(-c2ccc(-n3cnnn3)cc2)cc1
→ -4	0.9	-0.4	0	-5	0.017	18	-0.9	-3
CC(=O)NC1=NN(C(C)=O)C(C)(c2cccc([N+](=O)[O-])c2)S1 (configuration not stated)
→ -1	-0.2	-1.7	0	0	·	-7	0.3	·
Cc1cc2nn(-c3cccc4ccccc34)nc2cc1NC(=O)c1cccs1
→ -10	-1.4	-1.2	-5	-11	·	-165	1.6	-6
CCS(=O)(=O)N1Cc2ccccc2CC1C(=O)Nc1nc2ccccc2s1 (configuration not stated)
→ -19	-0.8	5.0	-2[fluorescence artefact?]	-24	-0.1	-62	5.3	-1

Compound activity (PubChem)
